Screening data from PubChem BioAssay.
TbMetRS inhib: T. brucei MetRS inhibitors, primary screen, biochemical, luminescence; inhibition, % at 11.9 µM; purified T. brucei MetRS, ATP depletion, Kinase-Glo luminescence; 360,000 compounds, 0.4% hits; methionyl-tRNA synthetase (Trypanosoma brucei brucei);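 active means inhibition above a per-plate cutoff of the control wells' mean inhibition plus 3 SD, cut at about 5.5% in these data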;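 further: 0% = DMSO wells median and 100% = median of wells with control inhibitor compound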
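Material: T. brucei methionyl-tRNA synthetase, purified; reagent: substrates ATP, L-methionine and bulk Escherichia coli tRNA; dosing: 11.9 µM single point; timing: 15 min plus 2 h at 25 °C; detection: luminescence of leftover ATP; evaluation: % inhibition; control set: DMSO-only wells as low control; replicates: singlicate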
SUMO1-SIM PPI: modulators of SUMO1 protein-protein interactions, primary screen, biochemical, uHTS. Small ubiquitin-related modifier 1 (Homo sapiens), P63165. SUMO1 binding to a labelled peptide, TR-FRET, 1 h. inhibition, % at 20 µM. 360,000 compounds, 0.33% hits. AID 602429, 2012; in the data active means inhibition above about 37%
Target sequence (P63165 whole entry, looked up): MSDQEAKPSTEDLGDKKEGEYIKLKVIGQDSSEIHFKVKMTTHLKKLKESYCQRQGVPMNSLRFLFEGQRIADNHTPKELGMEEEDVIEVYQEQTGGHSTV
DNMT1 inh: human DNMT1 methyltransferase inhibitors, primary screen, biochemical, molecular beacon, fluorescence, HinP1I cleavage, uHTS. DNA (cytosine-5)-methyltransferase 1 (Homo sapiens), P26358. inhibition (reported as % activation of signal), % at 10 µM. 360,000 compounds, 0.83% hits. AID 588458, 2011; in the data active means inhibition above about 50%
MLLE-PAM2 inh: inhibitors of PABP1 MLLE–PAM2 peptide binding, primary screen, biochemical, fluorescence polarization, FITC-PAM2, GST-MLLE; inhibition, % at 20 µM; 360,000 compounds, 0.36% hits; Polyadenylate-binding protein 1 (Homo sapiens), P11940; in the data active means inhibition above about 35%, passing the limit was not always enough;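 further: plate controls were DMSO wells with GST-MLLE for no effect and wells lacking GST-MLLE protein for full effect; some results filed as inactive read as strong as hits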
Target sequence (P11940 whole entry, looked up): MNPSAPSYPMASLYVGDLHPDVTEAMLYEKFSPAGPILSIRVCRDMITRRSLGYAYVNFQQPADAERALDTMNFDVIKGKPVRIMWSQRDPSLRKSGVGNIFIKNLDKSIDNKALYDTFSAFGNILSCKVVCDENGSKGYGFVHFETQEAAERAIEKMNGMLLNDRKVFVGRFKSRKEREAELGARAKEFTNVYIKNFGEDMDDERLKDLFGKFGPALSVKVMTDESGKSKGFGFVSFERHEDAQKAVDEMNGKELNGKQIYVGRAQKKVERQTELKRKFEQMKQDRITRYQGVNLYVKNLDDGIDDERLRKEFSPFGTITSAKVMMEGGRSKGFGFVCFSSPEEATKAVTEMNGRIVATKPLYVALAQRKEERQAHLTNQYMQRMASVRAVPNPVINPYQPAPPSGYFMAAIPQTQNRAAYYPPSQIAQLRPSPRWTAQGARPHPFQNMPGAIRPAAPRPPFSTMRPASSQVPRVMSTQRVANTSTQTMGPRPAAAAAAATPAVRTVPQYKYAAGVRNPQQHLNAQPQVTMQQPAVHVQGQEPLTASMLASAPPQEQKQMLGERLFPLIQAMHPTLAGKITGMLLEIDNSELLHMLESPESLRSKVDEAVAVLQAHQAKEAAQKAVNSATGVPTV
STEP inh: STEP phosphatase inhibitors, primary screen, biochemical, fluorescence intensity, uHTS. Tyrosine-protein phosphatase non-receptor type 5 (Homo sapiens), P54829. 360,000 compounds, 0.25% hits. AID 588621, 2011. inhibition, % at 20 µM. recombinant STEP, OMFP fluorogenic substrate;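 active means inhibition at 20 µM, scaled per plate between control wells, above about 37%, limit read from the data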;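 further: 0% = DMSO with enzyme and substrate and 100% = substrate only without enzyme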
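material = STEP tyrosine phosphatase | reagent = fluorogenic phosphatase substrate OMFP at 25 µM final | doses = single compound dose of 20 µM, 1% DMSO final | schedule = 20 min reaction, room temperature, in the dark | measured by = fluorescence, 480/540 nm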
LMPTP block: LMPTP phosphatase inhibitors, primary screen, biochemical, fluorescence intensity, uHTS; inhibition, % at 20 µM; 360,000 compounds, 0.22% hits; recombinant LMPTP-A, OMFP fluorogenic substrate; AID 651560, 2012; Low molecular weight phosphotyrosine protein phosphatase (Homo sapiens), P24666;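 active means compounds that cut the enzyme signal by at least half of the control window in the single-dose screen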;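 further: plate controls were DMSO wells with enzyme plus substrate for no effect and substrate without enzyme for full effect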
Target sequence (P24666 whole entry, looked up): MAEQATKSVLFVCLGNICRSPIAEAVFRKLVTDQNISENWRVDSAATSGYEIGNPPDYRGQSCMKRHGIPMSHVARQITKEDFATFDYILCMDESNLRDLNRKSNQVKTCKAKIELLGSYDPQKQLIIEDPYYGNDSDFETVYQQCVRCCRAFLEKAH
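Assay system: LMPTP-A, protein tyrosine phosphatase of low molecular weight / Medium: pH 6.0 Bis-Tris buffer with DTT and Triton X-100 / Schedule: 50 min enzyme reaction at room temperature, protected from light / Measured by: endpoint fluorescence intensity from OMFP dephosphorylation / Read-out basis: % inhibition relative to no-enzyme and uninhibited control wells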
CSN deneddyl inh: inhibitors of CSN-mediated cullin deneddylation, primary screen, biochemical, fluorescence polarization, uHTS | COP9 signalosome complex subunit 5 (Homo sapiens), Q92905 | Purified CSN, SCF-Nedd8-OG deneddylation | inhibition, % at 12.5 µM | 360,000 compounds, 0.38% hits | AID 651999, 2013;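 active means pattern-corrected inhibition above about 35%, with an unprinted fluorescence ratio check between 0.5 and 1.5, limit read from the data, passing the limit was not always enough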;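 further: 0% = enzyme with substrate and 100% = substrate without enzyme; some results filed as inactive read as strong as hits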
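Test system: Human Csn5 produced in HEK293T cells | Compound: 12.5 µM single point | Times: 90 min, room temperature | Signal: Fluorescence polarization readout | Read-out basis: % inhibition of substrate cleavage by Csn5 | Controls: no-enzyme wells high, enzyme-with-substrate wells low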
Rpn11 block: Rpn11 (PSMD14) deubiquitinase inhibitors, primary screen, biochemical, fluorescence polarization, uHTS. 26S proteasome non-ATPase regulatory subunit 14 (Homo sapiens), O00487. human 26S proteasome, Ub4-pepOG fluorescence polarization; 20S core pre-blocked with epoxomicin. calls only at 20 µM. 360,000 compounds, 0.59% hits. AID 588493, 2011;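 active means inhibition at 20 µM, scaled to each plate's controls, above about 33%, limit read from the data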
Scp1 inh: Scp-1 phosphatase inhibitors, primary screen, biochemical, colorimetric, uHTS; AID 493091, 2011; inhibition, % at 20 µM; Carboxy-terminal domain RNA polymerase II polypeptide A small phosphatase 1 (Homo …; 340,000 compounds, 0.88% hits; Recombinant Scp1, phosphopeptide, malachite green phosphate absorbance;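 active means inhibition above about 50% at 20 µM, limit read from the data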;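 further: plate controls were DMSO wells with enzyme for no effect and wells lacking enzyme for full effect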
Target sequence (Q9GZU7 76-261 limits assumed): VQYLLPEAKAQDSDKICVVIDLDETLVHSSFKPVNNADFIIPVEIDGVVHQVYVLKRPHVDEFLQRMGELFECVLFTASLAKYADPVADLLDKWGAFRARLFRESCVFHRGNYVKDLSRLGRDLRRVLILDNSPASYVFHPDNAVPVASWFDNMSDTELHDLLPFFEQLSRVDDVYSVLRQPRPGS
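assay system = SCP-1 phosphatase catalytic domain, residues 76-261 | buffer or medium = 50 mM Tris acetate pH 5.5, 0.005% Tween-20, 10 mM MgCl2 | incubation = enzyme reaction 45 min at room temperature, colour 5 min, stabilisation 30 min | signal = Phosphate-binding colour reagent, absorbance read at 630 nm | measure = % inhibition at 20 µM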
NadD block: inhibitors of S. aureus NadD, primary screen, biochemical, colorimetric, uHTS. Nicotinate-nucleotide adenylyltransferase NadD (Staphylococcus aureus N315). purified NadD enzyme, colorimetric absorbance read-out. inhibition, % at 20 µM. 360,000 compounds, 0.78% hits. AID 602399, 2012; in the data active means inhibition above about 26%; further: some compounds past the cut are filed as inactive
* = called active by the depositor; i = inactive; . = no result given.

structure	TbMetRS inhib	SUMO1-SIM PPI	DNMT1 inh	MLLE-PAM2 inh	STEP inh	LMPTP block	CSN deneddyl inh	Rpn11 block	Scp1 inh	NadD block
Cn1c(SCC(=O)c2ccccc2)nnc1C1COc2ccccc2O1 (stereo not drawn)	0.2	-0.7	1.0	-59.7	-1.1	-0.5	-0.4	i	-6.6	5.9
O=C(C1CCN(S(=O)(=O)c2ccc(-n3cnnn3)cc2)CC1)N1CCCCC1	0.2	-1.5	-0.2	0.1	-1.5	-1.2	2.2	i	19.6	-4.3
COc1ccc(C(C)=O)cc1CN1CCCCC1	-0.2	5.6	3.9	-0.8	-1.1	0.2	1.2	i	-2.2	-2.3
COc1ccccc1-c1sc2ccccc2c1C#CC1(O)CCCCC1	-0.5	-4.1	-15.1	14.6	-1.9	2.1	-0.5	i	-8.7	-3.1
CCOc1ccccc1N(CC(=O)NCCc1ccc(OC)c(OC)c1)S(=O)(=O)c1ccccc1	0.1	6.9	0.2	-7.8	1.8	0.0	0.6	i	-4.8	2.9
CN(C)CCCNc1cn[nH]c(=O)c1Cl	-0.9	-4.3	-2.5	4.6	2.4	-2.9	-2.8	i	3.1	-0.3
O=C(N/N=C/c1ccco1)c1cc(-c2ccccc2)n[nH]1	-0.3	-13.1	10.4	-9.8	0.7	1.6	-4.4	i	0.2	11.9
CSc1cccc(NCc2ccc([N+](=O)[O-])cc2)c1	-1.1	-8.4	-9.6	12.1	-2.1	0.9	5.8	i	-6.4	-6.7
Oc1cccc2ccc(/C=C/c3cccs3)nc12	0.4	-11.4	-4.1	-0.1	1.7	5.9	0.1	i	-2.2	3.5
Cc1nc(S(=O)(=O)Nc2ccccc2C(=O)NCC2CC2)cn1C	-0.1	-2.1	0.6	1.8	-0.4	-1.1	-1.7	i	-9.8	-1.8
Cc1cc(Cl)cc(Cl)c1OCC(=O)NCc1ccco1	0.2	8.3	30.6	-2.2	-2.3	0.3	13.8	i	-1.1	17.3
CC(NC(=O)c1c(O)c2ccccc2[nH]c1=O)c1ccccc1 (stereo not drawn)	-0.1	6.3	14.0	10.1	3.9	0.9	-1.8	i	-2.2	-1.8
Cc1nnc(SCc2cccc3ccccc23)n(N)c1=O	-0.6	-5.9	2.1	21.5	5.6	-1.1	-2.5	i	-11.1	-2.0
OC(c1ccc(F)c(F)c1)c1ncc(-c2ccccc2F)[nH]1 (stereo not drawn)	0.5	-4.8	-1.1	2.4	6.7	-1.5	-0.3	i	.	3.7
COc1cc(C(=O)Nc2ccc3nc(N4CCOCC4)sc3c2)cc(OC)c1OC	-0.3	5.3	-7.8	-8.5	-0.2	-0.5	-5.5	i	-7.3	-2.0
COc1ccc(-c2csc(N(C)C(=O)c3cccs3)n2)cc1	-0.5	1.0	2.6	7.6	-2.6	2.4	0.7	i	-9.1	-9.9
CN(C)c1ccc(NC(=O)c2ccncc2)c2ccccc12	-0.7	-10.2	-3.6	0.4	-7.4	-0.5	3.5	i	3.6	3.7
Cc1cccc(Oc2ccccc2N)c1	-1.2	-1.5	3.3	5.4	-0.8	0.0	-0.7	i	5.2	4.5
CCOC(=O)N1CCN(C(=O)c2cccc(S(=O)(=O)Nc3ccccc3Cl)c2)CC1	-0.3	5.4	0.1	-4.3	-0.7	-0.1	-0.5	i	-8.2	-0.4
CCCCN1C(=O)C(CC(=O)NC2CCCC2)CC(C(=O)N(C)C)=C1C (stereo not drawn)	-1.3	0.2	5.5	2.8	-0.6	-2.5	-2.0	i	.	-1.9

Ordered by the number under Scp1 inh (descending): 3 of the compounds above
structure	TbMetRS inhib	SUMO1-SIM PPI	DNMT1 inh	MLLE-PAM2 inh	STEP inh	LMPTP block	CSN deneddyl inh	Rpn11 block	Scp1 inh	NadD block
Cc1cccc(Oc2ccccc2N)c1	-1.2	-1.5	3.3	5.4	-0.8	0.0	-0.7	i	5.2	4.5
CN(C)c1ccc(NC(=O)c2ccncc2)c2ccccc12	-0.7	-10.2	-3.6	0.4	-7.4	-0.5	3.5	i	3.6	3.7
CCOC(=O)N1CCN(C(=O)c2cccc(S(=O)(=O)Nc3ccccc3Cl)c2)CC1	-0.3	5.4	0.1	-4.3	-0.7	-0.1	-0.5	i	-8.2	-0.4

Remaining list, next part.
structure	TbMetRS inhib	SUMO1-SIM PPI	DNMT1 inh	MLLE-PAM2 inh	STEP inh	LMPTP block	CSN deneddyl inh	Rpn11 block	Scp1 inh	NadD block
COc1ccc(NC(=O)NCCCN2CCCC2=O)c(OC)c1	-0.2	2.1	0.3	-2.3	0.9	-0.4	0.6	i	-4.0	-1.4
COc1ccc(C2=NNC(c3ccco3)=Nc3ccc(F)cc32)cc1	-0.8	-3.2	-5.2	-16.5	-0.4	-0.4	2.6	i	-2.7	2.3
COc1cccc(CNC(=O)c2ccccc2C(=O)NC(C)(C)C(=O)NCc2cccc(OC)c2)c1	-0.4	-1.2	0.5	5.9	0.4	-2.9	0.1	i	3.4	-2.9
O=C1Nc2cc(Cl)c(Cl)cc2N(O)N1c1ccccc1Cl	0.3	3.9	0.9	4.5	-0.2	-0.6	-7.0	i	-9.1	-0.4
CCCCOC(=O)Nc1ccc(N2CCOCC2)cc1	0.1	-5.5	-1.7	11.4	0.2	-0.8	-1.7	i	-7.3	1.1
COc1ccc(OCC(=O)N2CCN(C(=O)c3cccc(F)c3)CC2)cc1	-0.3	0.5	0.7	-3.2	-3.3	-2.5	-1.4	i	-9.6	-2.5
COc1ccc(C(=O)NNC(=O)c2ccccn2)cc1	-4.0	0.1	0.1	-4.8	-0.4	-1.8	-2.2	i	-8.1	-0.8
COC(=O)c1cc(C#N)c(SCc2ccccc2)nc1C	0.0	-0.1	-1.6	-11.9	11.4	1.2	-0.8	i	-10.8	-4.1
Cc1ccc2nc(N(CCCN(C)C)C(=O)c3ccc4c(c3)CCCC4)sc2c1	-0.1	-0.9	3.1	-5.0	5.5	-0.3	4.3	i	3.2	0.4
COc1cc(NC(=O)CCN2CCN(Cc3ccccc3)CC2)cc(OC)c1	-0.6	3.3	-1.6	-4.0	-1.1	-0.5	-3.4	i	-5.5	-0.7
COc1ccc(NC(=O)Cn2c(=O)n(CC3CCCO3)c(=O)c3ccccc32)c(OC)c1 (stereo not drawn)	-1.3	-2.7	4.0	4.0	-0.4	2.9	-0.3	i	9.0	-2.8
Cc1ccc(C2C(C(=O)c3ccco3)=C(O)C(=O)N2c2ncccn2)cc1 (stereo not drawn)	-0.1	-8.6	-3.0	-2.5	3.0	0.1	5.8	i	8.2	3.9
CC(C)CCn1c(SC(C)C(=O)NC2CC2)nc2ccccc2c1=O (stereo not drawn)	-0.2	-0.5	3.6	12.6	3.5	-1.5	0.8	i	1.0	-0.8
Cc1cn(CC(=O)NCCNc2ccc([N+](=O)[O-])cn2)c(=O)[nH]c1=O	0.5	-13.8	2.2	-0.4	1.0	-1.1	-3.0	i	-8.3	-3.4
COc1cccc(-c2cc(=O)c3cc(NC(=O)c4ccc(Cl)cc4)ccc3[nH]2)c1	-0.1	2.3	65.5*	0.3	1.9	-0.9	2.7	i	7.9	13.7
Cc1ccc(Sc2ncccc2C(=O)NCC(c2ccc(F)cc2)N2CCOCC2)c(C)c1 (stereo not drawn)	0.1	-3.1	3.5	-10.2	-0.2	-0.2	-0.1	i	3.7	-2.6
Cc1ccc(S(=O)(=O)/N=C(/Nc2ccc([N+](=O)[O-])cc2)c2ccccc2)cc1	-1.8	-15.6	-1.7	-1.4	-2.3	1.1	-0.1	i	-1.4	-5.9
O=S(=O)(Nc1ccc(O)c(Sc2nc3ccccc3s2)c1)c1cccc2ccccc12	0.5	8.3	-24.4	14.4	-2.8	3.5	2.9	i	-14.0	16.8
COc1ccccc1C(CNC(=O)c1ccc(C)c(S(=O)(=O)N2CCCCC2)c1)N1CCCC1 (stereo not drawn)	-0.4	13.9	3.6	-24.2	3.0	1.4	4.8	i	3.3	1.7
CCC(=O)c1cn(CC(=O)NCc2ccco2)c2ccccc12	-2.5	-3.0	0.1	-4.5	2.2	0.1	-0.4	i	-4.4	3.7
CC(C)(C)NC(=S)N/N=C\c1ccc(-c2ccc([N+](=O)[O-])cc2)o1	0.3	-30.9	0.0	-93.5	-0.4	3.1	0.1	.	-6.6	8.6
CCCC(=O)Nc1ccc(C(=O)N2CCCC2)cc1	-0.9	1.5	-2.8	6.4	-1.5	-0.8	0.5	i	-3.6	-0.9
O=C(COC(=O)c1ccc[nH]c1=O)Nc1cc(S(=O)(=O)N2CCCCCC2)ccc1Cl	-0.2	-6.4	-1.8	1.0	1.6	1.6	-1.1	i	-2.0	2.5
COc1ccc(C)cc1S(=O)(=O)N1CCN(C/C=C/c2ccccc2)CC1	-0.4	-0.3	-2.7	1.7	-2.1	0.8	1.9	i	-1.7	-2.4
O=C(C1=C[C@H](c2ccc(C(F)(F)F)cc2)C[C@H](OCc2ccc(CO)cc2)O1)N1CCCCCCC1	-0.4	4.8	-7.7	-3.7	2.6	1.8	0.8	i	-1.0	-2.0
CCn1cc(C(=O)N2CCN(c3ccc(F)cc3)CC2)c2cc(OC)c(OC)cc2c1=O	-0.3	3.2	2.1	8.7	-1.5	-1.2	1.5	i	-5.8	-3.6
COc1ccc(NC(=O)c2ccc(COc3ccc(C)cc3)o2)cc1	-0.1	-0.2	-0.6	1.4	2.1	1.9	-6.0	i	-8.3	-7.0
O=C1C2C3c4ccccc4C(c4ccccc43)C2C(=O)N1Cc1cccnc1 (stereo not drawn)	-2.0	29.8	1.4	13.3	0.7	-1.5	1.1	i	-15.9	2.4
